Screens as filed in PubChem BioAssay.
VHR inh color = blocks the human dual specificity phosphatase VHR1 | actives 0.7% (n = 50,000) | inhibition, % at 20 µM | recombinant VHR phosphatase, colorimetric substrate read-out | AID 1992 | P51452; in the data active = inhibition above about 60%; also: some results filed as inactive read as strong as hits
Target sequence (P51452 whole entry, looked up): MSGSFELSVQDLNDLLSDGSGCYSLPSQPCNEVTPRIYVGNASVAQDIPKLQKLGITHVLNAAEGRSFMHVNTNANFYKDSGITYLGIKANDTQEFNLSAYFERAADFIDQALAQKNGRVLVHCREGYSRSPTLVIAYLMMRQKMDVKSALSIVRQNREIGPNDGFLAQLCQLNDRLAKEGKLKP
The depositor's hits bear a star. The list is partial (hit frequency here may not be typical).

SMILES	VHR inh color
COc1cc(C(=O)N2CCN(C3CCCCCC3)CC2)cc(OC)c1OC	-7
COc1ccc(CCN2C(=O)CSC2c2ccc(Cl)cc2Cl)cc1OC (centres undefined)	-2
C/C(=N\N=C1\NC(=O)C(CC(=O)NCc2ccccc2)S1)c1ccco1 (centres undefined)	42
CC(O)CP(=O)(c1ccccc1)c1ccccc1 (centres undefined)	-16
CC(C)CN1C(=O)c2ccc(C(=O)Nc3ccccc3O)cc2C1=O	-10
COc1ccc(C=NN2CCN(Cc3ccc(C)cc3C)CC2)cc1Br	-10
COc1ccc(-c2cc(=O)n3[nH]c(-c4ccc(C)cc4)cc3n2)cc1	-2
O=C(Nc1cccc2ccccc12)C1(c2ccccc2)CC1(Cl)Cl (centres undefined)	118*
Clc1ccc(CN2C3=NCCCN3c3ccccc32)cc1	-19
CCOc1ccc2cc(S(=O)(=O)N3CCCCC3C)ccc2c1 (centres undefined)	5
COc1ccc(C(=O)N2CCN(C(=O)CC(C)C)CC2)cc1OC	-1
Cc1ccc(S(=O)(=O)/N=C2/NC(=O)/C(=C/c3cc([N+](=O)[O-])ccc3O)S2)cc1	0
Cc1ccc(N(CC(O)CN2CCCCC2)S(=O)(=O)c2ccc(C)cc2)cc1 (centres undefined)	-5
O=C(COc1ccc(Cl)cc1Cl)OCc1ccccc1	-7
COc1ccc(N(CC(=O)NCc2ccccc2)S(C)(=O)=O)cc1	-10
C#CCOc1ccc(/C=C2\C(=O)NC(=O)N(c3ccc(Cl)cc3)C2=O)cc1OCC	5
O=c1c2ccccc2nc(-c2ccco2)n1-c1ccncc1	19
Cc1sc(NC(=O)COc2ccccc2)nc1-c1ccccc1	-13
C=CCN(c1ccccc1C(=O)O)S(=O)(=O)c1ccc(NC(=O)OC)cc1	-9
NC1=NC(=O)C(CC(=O)Nc2ccc([N+](=O)[O-])cc2)S1 (centres undefined)	8
Cn1c(-c2cccs2)nc2c3ccccc3c3ccccc3c21	-18
COc1cc(C(=O)N2CCN(C(=O)COc3ccc(Cl)cc3)CC2)cc(OC)c1OC	12
CCCCOC(=O)c1cccc(NC(=O)C(C)Oc2ccc(OC)cc2)c1 (centres undefined)	13
Cc1ccc(CSCCNC(=O)CN(c2cccc([N+](=O)[O-])c2)S(=O)(=O)c2ccccc2)cc1	0
COc1ccc(-c2[nH]ncc2/C=N/NC(=O)c2ccc(Br)cc2)c(OC)c1	-1

No new results follow: 17 of the compounds above.
SMILES	VHR inh color
CC(C)CN1C(=O)c2ccc(C(=O)Nc3ccccc3O)cc2C1=O	-10
COc1ccc(C=NN2CCN(Cc3ccc(C)cc3C)CC2)cc1Br	-10
COc1ccc(-c2cc(=O)n3[nH]c(-c4ccc(C)cc4)cc3n2)cc1	-2
O=C(Nc1cccc2ccccc12)C1(c2ccccc2)CC1(Cl)Cl (centres undefined)	118*
Clc1ccc(CN2C3=NCCCN3c3ccccc32)cc1	-19
CCOc1ccc2cc(S(=O)(=O)N3CCCCC3C)ccc2c1 (centres undefined)	5
COc1ccc(C(=O)N2CCN(C(=O)CC(C)C)CC2)cc1OC	-1
Cc1ccc(S(=O)(=O)/N=C2/NC(=O)/C(=C/c3cc([N+](=O)[O-])ccc3O)S2)cc1	0
Cc1ccc(N(CC(O)CN2CCCCC2)S(=O)(=O)c2ccc(C)cc2)cc1 (centres undefined)	-5
O=C(COc1ccc(Cl)cc1Cl)OCc1ccccc1	-7
COc1ccc(N(CC(=O)NCc2ccccc2)S(C)(=O)=O)cc1	-10
C#CCOc1ccc(/C=C2\C(=O)NC(=O)N(c3ccc(Cl)cc3)C2=O)cc1OCC	5
O=c1c2ccccc2nc(-c2ccco2)n1-c1ccncc1	19
Cc1sc(NC(=O)COc2ccccc2)nc1-c1ccccc1	-13
C=CCN(c1ccccc1C(=O)O)S(=O)(=O)c1ccc(NC(=O)OC)cc1	-9
NC1=NC(=O)C(CC(=O)Nc2ccc([N+](=O)[O-])cc2)S1 (centres undefined)	8
Cn1c(-c2cccs2)nc2c3ccccc3c3ccccc3c21	-18

Continuation:
SMILES	VHR inh color
COc1cc(-c2nc3ccccn3c2/N=C/c2cccc([N+](=O)[O-])c2)ccc1O	-28
CC(C)C(=O)NNC1=CC(=O)CC(C)(C)C1	0
Cn1c(=O)cc(NCCc2ccccc2)[nH]c1=O	-1
O=C(Oc1ccccc1C(=S)N1CCOCC1)c1cccc2ccccc12	6
CCC(CC)C(=O)Nc1ccc(OC)cc1[N+](=O)[O-]	8
COc1ccccc1C1Nc2ccccc2NC2=C1C(=O)CC(c1ccccc1)C2 (centres undefined)	4
COc1cccc(C(=O)N2N=C(c3cccc(Br)c3)CC2(O)C(F)(F)F)c1 (centres undefined)	3
CC(C)c1nn2c(N)c(C=C3C=CC(=O)C=C3)c(=O)nc2s1	1
COC(C)(C)CCCC(C)COC(C)=O (centres undefined)	9
O=C(NCC1CCCO1)c1cc(-c2ccccc2)nc2ccccc12 (centres undefined)	-2
C#Cc1cccc(N2C(=O)c3ccc(Oc4cccc([N+](=O)[O-])c4)cc3C2=O)c1	-8
CC(CC(=O)Nc1ccccc1)c1ccccc1 (centres undefined)	-6
CCCC(=O)NC(c1ccc([N+](=O)[O-])cc1)c1c(O)ccc2ccccc12 (centres undefined)	8
O=C(Nc1ccc(Cl)c(Cl)c1)NN1CCOCC1	-34
O=C1CC(c2ccccc2)CC2=C1C(c1ccc(OCc3ccccc3)cc1)Nc1ccccc1N2 (centres undefined)	9
CC(C)=NNC(=O)C(C)Oc1ccc(Cl)cc1 (centres undefined)	-14
COc1ccc(-c2ccc(/C=C/c3cc(C(F)(F)F)[nH]c(=O)n3)o2)cc1Cl	-7
CCOc1ccc(N(CC(=O)Nc2ccccc2Br)S(C)(=O)=O)cc1	-10
CCOC(=O)c1c(C)n(C)c2c1cc(O)c1ccccc12	14
NC(=O)CSc1nc2ccc(Br)cc2[nH]1	3
CN(C)S(=O)(=O)c1cc(S(=O)(=O)N(C)C)c2cccc3c2c1NC3=O	-16
C/C(=N/NC(=O)CNc1ccc(C)cc1)c1ccc([N+](=O)[O-])cc1	-4
CCOc1ccc2nc(Nc3nc(C)c(C)c(=O)[nH]3)nc(C)c2c1	18
COCCNC(=O)CN(c1ccccc1F)S(=O)(=O)c1ccc(C)cc1	-4
CC(C)(C)c1cc(C(=S)N2CCOCC2)cc(C(C)(C)C)c1O	-2

Arranged by count of non-hydrogen atoms (lowest first): part of the list above
SMILES	VHR inh color
COC(C)(C)CCCC(C)COC(C)=O (centres undefined)	9
Cn1c(=O)cc(NCCc2ccccc2)[nH]c1=O	-1
CC(C)(C)c1cc(C(=S)N2CCOCC2)cc(C(C)(C)C)c1O	-2

New compounds follow
SMILES	VHR inh color
COC(=O)c1ccc(/C=C(/C#N)C(=O)Nc2ccc(O)cc2)cc1	-45
CC(=O)Nc1ccc(NS(=O)(=O)c2ccc(C)cc2C)cc1	-53
Cc1ccccc1NC1=C(Cl)C(=O)N(c2cccc(C)c2C)C1=O	-5
N#C/C(=C\c1cc(Br)ccc1OCc1ccccc1)c1nc2ccccc2[nH]1	-23
O=C(c1cc2nc(-c3ccc([N+](=O)[O-])cc3)cc(C(F)(F)F)n2n1)N1CCc2ccccc2C1	2
COc1cc(C2C(C(=O)OCc3ccccc3)=C(C)NC3=C2C(=O)CC(C)(C)C3)ccc1OC(C)=O (centres undefined)	6
O=C(Nc1ccccc1C(=O)Nc1ccccc1)c1ccccc1F	-7
COc1ccc(NC(=O)COc2ccc3ccccc3c2)cc1OC	-14
COc1ccc(NC(=O)C(=O)NCCCO)cc1Cl	-7
CCC12CN3CC(CC)(CN(C1)C3c1ccc(Br)cc1)C2=O (centres undefined)	-7
Cc1ccc(S(=O)(=O)NC(=O)OC(c2ccccc2)C(F)(F)F)cc1 (centres undefined)	-6
Cc1ccc2[nH]c(=O)c(C(=O)/C=C/c3ccccc3Cl)c(-c3ccccc3)c2c1	46
CCCN1C(=O)c2ccccc2NC1c1ccc(Cl)c(Cl)c1 (centres undefined)	-18
COc1ccc(N(C(C)C(=O)N/N=C/c2cccnc2)S(C)(=O)=O)cc1 (centres undefined)	-30
CC(C)(C)C(=O)Nc1cccc(C(=O)Nc2c[nH]c(=O)[nH]c2=O)c1	-2
CCOc1ccc(N2C(=O)/C(=C/c3ccc(-c4ccccc4C(=O)O)o3)C(=O)NC2=S)cc1	28
Cc1ccc(C(=O)NN2C(=O)C3C4C=CC(C5CC45)C3C2=O)cc1 (centres undefined)	-11
CC(C)Cc1cc(-c2ccc(Cl)cc2)c(C#N)c(N)n1	-21
O=c1c(C=NCc2cccs2)c(C(F)(F)F)[nH]n1-c1nc2ccccc2s1	-3
COC(=O)c1cccc(S(=O)(=O)Nc2ccc(C(=O)O)cc2)c1	-8
CCOc1ccccc1NC(=O)c1c(NC(=O)Cc2ccc(OC)cc2)sc2c1CCC(C)C2 (centres undefined)	8
O=C(O)Cn1c(SCc2cccc3ccccc23)nc2ccccc21	-4
Cc1ccc(OCC(=O)Nc2ccc(Cl)cn2)c(C)c1	-31
CCOC(=O)c1c2c(n(C)c1CNC(C)C)C(=O)C(=O)c1ccc(Br)cc1-2	-3
CN1C(=O)C2(OCCO2)c2cc([N+](=O)[O-])ccc21	14

(continued)
SMILES	VHR inh color
CC(C)c1ccc(/C=N/n2cnnc2)cc1	-11
COc1ccc(/C=C2/SC(=S)N(c3cccc(C(F)(F)F)c3)C2=O)cc1	-2
COc1ccc(-c2nn(-c3ccccc3)cc2/C=C/C(=O)c2ccccc2)cc1	0
COC(=O)c1c(NC(=O)CCCC(=O)O)sc2c1CCC(C)C2 (centres undefined)	-4
O=C(NN1C(=O)C2C(C1=O)C1C=CC2C12CC2)c1ccncc1 (centres undefined)	-8
Cc1ccc(COc2cc3oc(=O)c4c(c3cc2Cl)CCC4)cc1	-23
COc1cc(/C=C2\SC(=Nc3ccc(C)c(Cl)c3)NC2=O)ccc1C	5
CC1=NN(c2ccc(S(N)(=O)=O)cc2)C(=O)/C1=C\c1ccc(C)cc1	2
CC(=O)NN1C(=O)/C(=C\c2ccc(I)o2)SC1=S	-12
Oc1ccc(C(=S)N2CCOCC2)cc1	11
O=S(=O)(Cc1ccccc1)N1CCN(C/C=C/c2ccccc2)CC1	-24
O=C1C2C3C=CC(C4CC34)C2C(=O)N1CCc1ccccc1 (centres undefined)	-2
CN(c1ccccc1)c1ccc(C=C2C(=O)NC(=O)NC2=O)cc1	-17
c1ccc(-c2onc3ccc4c5ccccc5oc4c23)cc1	-8
O=C(CSc1ncn(-c2ccccc2)n1)c1ccc(Cl)cc1	-4
O=C(O)CCC(=O)N(CCc1ccccc1)C1CC(=O)N(c2ccc(Br)cc2)C1=O (centres undefined)	-10
N#Cc1ccccc1OCC(=O)N/N=C/C=C/c1ccc([N+](=O)[O-])cc1	-2
COc1ccc(C(=O)Nc2ccc(I)cc2Cl)cc1OC	7
COc1ccc(C2CC(C(F)(F)F)n3nc(C(=O)Nc4c(C)n(C)n(-c5ccccc5)c4=O)c(Cl)c3N2)cc1 (centres undefined)	-10
CCOC(=O)C1=C(O)/C(=C/c2ccc(OCC)cc2)SC1=Nc1ccccc1	7
Brc1ccc2[nH]cc(-c3nnc4ccc5ccccc5n34)c2c1	18
CC(C)(C)c1cc(C2=C(Cl)C(=O)c3ccccc3C2=O)cc(C(C)(C)C)c1O	9
CC(C)Oc1ccc(NC(=O)C23CC4CC(CC(C4)C2)C3)cc1	-4
O=C(COC(=O)c1ccc(N2C(=O)c3ccccc3C2=O)cc1)COC(=O)c1ccc(N2C(=O)c3ccccc3C2=O)cc1	-3
CCOc1ccc(NC(=O)c2cccc(-c3ccc(OC(C)=O)cc3)c2)cc1	-14

Next entries follow.
SMILES	VHR inh color
O=C1/C(=C/c2ccc(Br)o2)SC(=S)N1c1ccccc1	-9
O=C(Nc1ccncc1)c1ccccc1Oc1ccccc1	-7
N/C(=N\OC(=O)COc1ccc2ccccc2c1)c1cccnc1	4
CCOc1ccccc1NC(=O)c1cc([N+](=O)[O-])ccc1N1CCN(C)CC1	10
COc1cc(C(=O)NCc2ccncc2)cc(OC)c1OC	-30
Cc1cccc(N2C(=O)/C(=C/C=C/c3ccccc3)SC2=S)c1C	10
CCOC(=O)c1c(C)oc2ccc(OCc3ccccc3F)cc12	0
CC(C)(C)c1ccc(C(=O)N/N=C/C2CC=CCC2)cc1 (centres undefined)	-12
O=c1c2ccccc2c(-c2ccc(F)cc2)nn1-c1cc(Cl)ccc1[N+](=O)[O-]	-7
CCOC(=O)C1CCCN(C2CC(=O)N(c3ccc(C)cc3)C2=O)C1 (centres undefined)	-18
O=C(Nc1ncccn1)c1ccc([N+](=O)[O-])o1	-6
COc1ccc(N(CC(=O)Nc2ccc3ccccc3c2)S(=O)(=O)c2ccc(C)cc2)c(OC)c1	-13
O=C(O)c1ccc(NCCC(=O)c2ccccc2)cc1	-4
Cc1cc(C)cc(N2C(=O)NC(=O)/C(=C\c3ccc(N4CCOCC4)o3)C2=O)c1	3
COc1ccc(S(=O)(=O)Oc2ccc3ccccc3c2)cc1	2
COC(=O)NNC(=O)c1cc(OC)c(OC)c(OC)c1	-11
O=C(NN=C1CCC(=NNC(=O)c2ccccc2Cl)CC1)c1ccccc1Cl	2
Cc1cccc(N2CCN(C(=S)c3ccc(N(C)C)cc3)CC2)c1	-14
CCOC(=O)c1c(NC(=O)C2C3CCC(O3)C2C(=O)O)sc2c1CCC(CC)C2 (centres undefined)	0
COc1cc(/C=C2\C(=O)NC(=O)N(c3ccc(F)cc3)C2=O)cc(I)c1O	4
COc1ccccc1NCC(=O)N/N=C\c1c(F)cccc1Cl	-2
C/C(=N/N1CCN(Cc2ccccc2)CC1)c1ccc(Cl)cc1	-14
O=C(O)CSc1nc2ccccc2c(=O)[nH]1	-12
COc1cc(C(=O)Nc2cc(Cl)ccc2C)cc(OC)c1OC	-7
COC(=O)c1cc(NC(=O)c2ccc(I)cc2)cc(C(=O)OC)c1	5
CCOC(=O)C1=C(C)N(c2ccc(OC)cc2)C(=O)/C1=C\c1ccc(C(=O)O)cc1	9
CCOP(=O)(OCC)/C(=C(\NC(=O)c1ccccc1)C(=O)Nc1ccccc1C(F)(F)F)c1ccccc1	3
COc1cccc(/C=N/Nc2ncc(Br)cn2)c1O	-2
Oc1cc(N=C/C=C/c2cccc(Br)c2)ccc1-c1nc2ccccc2o1	-19
O=C(O)c1ccc(C(=O)Nc2ccccc2Br)c(C(=O)O)c1	-22
